ROMK primary: modulators of human ROMK potassium channel; Tet-inducible ROMK, thallium flux fluorescence; actives lie on both sides; B-score at 10 µM; 2% of 130,000 active;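 active = signal ratio slope over the read window, or its plate-corrected B-score, at least 3 SD from the plate mean, either direction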;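 note: B-score of the F/F0 ratio slope over 7 to 12 s after thallium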
STAT1 inh: reduces IFN-gamma driven STAT1 reporter signal | NIH 3T3 STAT1-luciferase reporter, luminescence | inhibition, % at 5.5 µM | 0.35% of 200,000 active | AID 920;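 active = inhibition above a set limit, the mean inhibition across all tested compounds plus 3 SD, cut at about 34% in these data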;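 note: 0% = IFN-gamma with DMSO and 100% = IFN-gamma with 300 µM nifuroxazide; values of inactives mirror those of a sister screen read the other way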
PPARg SRC-2 ag: agonists of SRC-2 recruitment by human PPARgamma; AID 1032; 0.34% of 200,000 active; PPARgamma LBD-SRC-2 recruitment, biochemical; activation, % at 8 µM; in the data active = activation above about 22%;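 note: 0% = vehicle and 100% = reference agonist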
RAM network inh: yeast RAM network inhibition; S. cerevisiae dse1pr::URA3 reporter, 5-FOA growth OD615, 2 d; analog-sensitive cbk1-as2 kinase mutant strain; inhibition, % at 50 µM; 1.8% of 190,000 active; AID 868;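 active = inhibition above a set limit, 3 SD over mean compound inhibition, cut at about 8.4% in these data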;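 note: 0% = DMSO-only wells with no growth and 100% = 10 µM 1-NA-PP1 full growth; inhibition rescues growth on 5-FOA so higher OD means more RAM inhibition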
TLR4-MyD88 BLA: inhibitors of human TLR4-MyD88 binding. O00206+Q99836. HeLa CL3-4 TLR4/MyD88 BLA complementation, FRET ratio. inhibition, % at 8.4 µM. 0.18% of 200,000 active; in the data active = inhibition above about 25%;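 note: 0% = vehicle and 100% = reference inhibitor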
Target sequence (O00206 whole entry, looked up): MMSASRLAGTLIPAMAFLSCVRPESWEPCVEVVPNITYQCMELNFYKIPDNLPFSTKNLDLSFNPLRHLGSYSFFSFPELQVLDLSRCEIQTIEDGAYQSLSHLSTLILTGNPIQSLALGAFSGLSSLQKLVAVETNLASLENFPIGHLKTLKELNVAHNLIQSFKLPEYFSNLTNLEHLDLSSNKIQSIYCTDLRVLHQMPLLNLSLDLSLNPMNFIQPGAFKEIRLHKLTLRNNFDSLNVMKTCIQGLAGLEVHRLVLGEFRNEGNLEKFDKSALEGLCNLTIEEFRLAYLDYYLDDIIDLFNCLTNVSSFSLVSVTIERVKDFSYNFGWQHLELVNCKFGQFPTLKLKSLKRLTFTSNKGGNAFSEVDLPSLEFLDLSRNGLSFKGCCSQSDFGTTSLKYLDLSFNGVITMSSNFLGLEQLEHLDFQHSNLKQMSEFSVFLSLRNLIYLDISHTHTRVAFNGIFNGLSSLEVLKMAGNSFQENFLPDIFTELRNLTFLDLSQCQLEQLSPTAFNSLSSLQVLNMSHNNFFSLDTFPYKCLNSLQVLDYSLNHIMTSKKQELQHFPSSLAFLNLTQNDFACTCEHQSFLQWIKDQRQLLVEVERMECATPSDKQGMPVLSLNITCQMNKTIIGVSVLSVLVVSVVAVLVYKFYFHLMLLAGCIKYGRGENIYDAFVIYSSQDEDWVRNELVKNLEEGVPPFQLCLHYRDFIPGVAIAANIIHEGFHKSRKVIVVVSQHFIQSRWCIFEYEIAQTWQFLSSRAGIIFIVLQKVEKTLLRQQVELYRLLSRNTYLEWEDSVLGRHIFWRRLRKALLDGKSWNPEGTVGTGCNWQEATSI
Target sequence (Q99836 whole entry, looked up): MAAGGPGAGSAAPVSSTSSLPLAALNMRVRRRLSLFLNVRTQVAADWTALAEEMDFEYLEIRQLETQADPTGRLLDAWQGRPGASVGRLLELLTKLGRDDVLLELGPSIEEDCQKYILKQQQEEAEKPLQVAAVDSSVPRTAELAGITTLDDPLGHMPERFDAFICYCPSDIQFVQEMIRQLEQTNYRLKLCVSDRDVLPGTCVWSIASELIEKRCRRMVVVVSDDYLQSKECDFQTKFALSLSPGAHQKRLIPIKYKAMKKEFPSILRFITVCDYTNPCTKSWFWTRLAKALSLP
S1P3 antagonist: S1P3 (human) receptor antagonism; Q99500; CHO S1P3 NFAT-BLA reporter, FRET fluorescence, antagonist mode; inhibition, % at 4.98 µM; 0.27% of 170,000 active; AID 485;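 active = inhibition above the plate cutoff, the mean inhibition of test wells on that plate plus 3 SD, cut at about 28% in these data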;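 note: cells challenged with S1P at its EC80 of 0.8 µM; blue over green emission ratio from cleaved BLA substrate after 4 h stimulation; 0% = S1P-stimulated wells and 100% = unstimulated DMSO-only wells; some compounds past the cut are filed as inactive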
PPARg SRC3 recr: PPARgamma-driven SRC-3 recruitment agonism. activation, % at 8 µM. P37231. 0.26% of 200,000 active. biochemical PPARgamma/SRC-3 coactivator recruitment assay; in the data active = activation above about 23%;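 note: 0% = DMSO and 100% = reference agonist; some compounds past the cut are filed as inactive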
SRC2 TRFRET art: counter-screen for PPARgamma SRC-2 recruitment agonists: TR-FRET artefact | active compounds read high | TR-FRET ratio at 8 µM | 0.4% of 200,000 active | AID 1049; in the data active = TR-FRET ratio above about 2000; note: inactives centre near 1500; reference of the scale not given here
PPARg SRC1 recr: promotes SRC-1 coactivator recruitment by human PPARgamma; AID 631; 0.41% of 200,000 active; activation, % at 8 µM; PPARgamma-SRC-1 coactivator recruitment biochemical assay; P37231; in the data active = activation above about 19%;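 note: 0% = DMSO and 100% = reference agonist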
STAT3 inh: inhibitors of IL-6 induced STAT3 signaling. U3A cells, IL-6 STAT3-luciferase reporter, luminescence; host cell line lacks STAT1. inhibition, % at 5.5 µM. 0.89% of 190,000 active;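 active = inhibition above the mean inhibition across all screened compounds plus 3 SD, cut at about 44% in these data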;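 note: 0% = DMSO only wells and 100% = 100 µM nifuroxazide control wells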
STAT3 act: STAT3 signaling activation. activation (% of control), % at 5.6 µM. 0.91% of 190,000 active. U3A cells, IL-6 STAT3-luciferase reporter, luminescence; 100% = signal with IL-6 EC80 alone;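 active = activation above the screen-wide mean of compound activation plus 3 SD, cut at about 130% in these data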;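 note: 0% = background luminescence of wells with medium and substrate only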
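Material: human U3A cells carrying STAT3-luciferase construct. Measured by: reporter luminescence signal. Timing: compound 1 h, then IL-6 6 h at 37 °C.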
An asterisk follows results filed as active; . = not tested or not shown.

SMILES	ROMK primary	STAT1 inh	PPARg SRC-2 ag	RAM network inh	TLR4-MyD88 BLA	S1P3 antagonist	PPARg SRC3 recr	SRC2 TRFRET art	PPARg SRC1 recr	STAT3 inh	STAT3 act
CC1=C(C#N)C(=O)N(C)C(C)(C)C1	1.5	7	6	1.1	-10	7	6	1570	3	4	100
Cc1c(C)c(C)c(S(=O)(=O)n2[nH]c(=O)c(CCO)c2C)c(C)c1C	0.55	-2	1	2.9	10	3	4	1363	6	12	96
COc1cc(-c2nnc(SCC(=O)OC3CCCCC3)o2)cc(OC)c1OC	.	10	2	9.0*	0	-1	14	1603	4	5	98
O=C(Cc1cccs1)NNC(=O)c1ccc(F)cc1	0.054	13	-1	1.4	10	-4	1	1685	-2	8	94
CO/N=C(/c1nonc1N)N1CCN(c2ccc([N+](=O)[O-])cc2)CC1	.	11	6	2.1	6	.	3	1524	-1	21	87
Cc1ccc(C(=O)OCC(=O)NCCC2=CCCCC2)cc1N	-0.56	-4	7	4.0	5	1	0	1611	5	10	98
COc1ccc(N(CC(O)Cn2c(C)nc3ccccc32)S(=O)(=O)c2ccccc2)cc1 (stereo not drawn)	1.8	9	-4	0.3	0	-17	-2	1542	-5	0	98
Cc1cc(NC(=O)CCC(=O)N(c2ccccc2)C(C(=O)NC2CCCC2)c2cccs2)no1 (stereo not drawn)	.	-4	-6	3.6	5	-21	-1	1778	2	1	102
Cc1ccc(-c2c(C(=O)NC(C)C)oc(=O)c3ccccc23)cc1	-0.25	1	6	0.0	-4	3	2	1659	-2	4	104
COc1ccc(C(=O)c2cc(C(C)=O)c(Nc3ccccc3)s2)cc1	0.36	2	6	9.1*	2	-1	-1	1561	3	-12	108
O=C(COc1ccc(Cl)cc1)OCC(=O)N1CCCCCC1	.	9	-1	1.3	0	-15	8	1575	0	3	103
Cc1cccc(NC(=O)CCn2nc(C)cc2C)c1	.	0	1	1.2	16	-13	-2	1403	-2	-4	109
O=[N+]([O-])c1ccc(N/N=C/c2ccccc2)c(F)c1	.	-50	-1	4.2	17	1	-6	1518	6	-10	104
CCSc1nc2sc3c(c2c(=O)[nH]1)CCc1ccccc1-3	0.38	-1	7	3.2	6	4	1	1568	2	-46	144*
CNc1oc(-c2ccc(C)cc2)nc1P(=O)(c1ccccc1)c1ccccc1	-0.59	-3	5	1.6	4	.	7	1569	6	9	99
CC(C)OC(=O)c1c(NC(=O)c2ccco2)sc2c1CCCCC2	-1.7	5	5	3.9	-11	.	-5	1591	3	8	98
COc1ccc(C(C)NC(=O)c2ccc(Br)cc2)cc1OC (stereo not drawn)	.	0	-4	4.0	1	16	-4	1502	-5	3	100
Cc1ccc(Cn2nnc3c(=O)n(CC(=O)N4CCCCC4)cnc32)cc1	-0.16	0	2	0.5	-12	-25	5	1715	5	5	100
CC[C@H](C)C1NC(=O)[C@H](CC(=O)O)NC(=O)c2cc([N+](=O)[O-])cc(I)c2NCCC(C(N)=O)NC1=O (stereo partly drawn)	-0.13	-11	4	-0.4	-17	-3	4	1597	4	-9	105
N/C(Cc1ccc(Cl)cc1Cl)=N\OC(=O)c1ccccc1	0.26	2	4	-0.2	-12	3	-4	1566	5	1	101
C=CCn1c(=O)n(C(=O)OCC)c2cc(Br)ccc21	-2.1	-2	0	-0.7	8	-8	0	1513	0	8	97
O=C(CCCn1c(=S)[nH]c2cc3c(cc2c1=O)OCO3)N1CCN(c2ncccn2)CC1	.	12	-4	3.9	4	.	2	1404	-4	8	94
O=S(=O)(NCCc1ccccc1F)c1cccc(S(=O)(=O)N2CCOCC2)c1	.	3	1	2.3	7	.	10	1545	9	12	96
CC(=O)c1cccc(NC(=O)CN2C(=O)C3C4C=CC(C4)C3C2=O)c1 (stereo not drawn)	-0.81	-3	0	0.0	-15	-45	6	1591	3	-6	107
COc1cccc(C2C(C(=O)Nc3cccnc3)=C(C)Nc3nnnn32)c1OC (stereo not drawn)	0.72	10	1	1.6	4	0	-8	1578	7	9	97
COc1ccccc1C/C(N)=N/OC(=O)COc1ccc(C)cc1C	.	1	1	.	-14	.	1	1656	0	12	97
O=C(O)c1ccc(C(=O)c2ccc3c(c2)C(=O)N(Cc2ccco2)C3=O)cc1	0.2	7	3	1.5	1	-21	-4	1540	2	1	101
O=C(NC(=S)Nc1ccc(N2CCOCC2)cc1)c1ccc(Cl)cc1	0.58	-2	2	5.9	-14	0	1	1506	4	2	98
O=c1oc(-c2cccc(S(=O)(=O)N3CCOCC3)c2)nc2ccccc12	-0.98	29	6	1.0	-13	5	1	1669	14	18	90
COc1cccc(/C=C2\N=C(SC)SC2=O)c1OC	.	13	3	9.6*	-3	-15	0	1575	12	8	99
COc1cc2cccc(OC)c(=O)c2c(OC)c1OC	0.61	-1	-5	4.2	-7	5	-1	1486	3	-1	102
COc1ccc(CS(=O)c2nc(C)cc(C)c2S(C)(=O)=O)cc1 (stereo not drawn)	-0.071	1	1	2.8	-2	-16	5	1743	6	1	99
CCOC(=O)c1ccc(CNC(=O)Cn2nnc(-c3ccccc3)n2)o1	0.44	-2	5	3.7	-2	8	6	1481	8	12	93
CC(C)Nc1ncnc2c1cnn2-c1ccccc1	.	-40	8	-1.0	-9	5	9	1439	1	28	81
CC(C)N1CCC(N2CCN(CCCn3cccn3)CC2CCO)CC1 (stereo not drawn)	0.2	-4	6	2.3	-15	-7	4	1507	-1	6	99
CCOc1ccc(C(=O)Nc2cccc(C(=O)O)c2C)cc1Cl	1.8	51*	-4	0.6	4	3	-3	1565	-7	75*	39
CCOc1ccc(C(=O)c2cc([N+](=O)[O-])ccc2Cl)cc1	.	-3	-2	.	-4	.	-7	1645	-5	1	103
CCOC(=O)c1ccccc1NS(=O)(=O)c1ccc(OC)cc1	-2.6	1	3	2.3	-10	.	7	1616	3	3	100
O=C1CC(c2ccco2)=Nc2ccccc2N1	.	3	-6	1.6	-10	-3	-5	1553	-8	-2	105
O=S(=O)(Nc1nc2ccccc2nc1Cl)c1ccc2c(c1)OCCO2	-0.62	5	6	0.2	14	-12	4	1691	3	-3	108
CCCN1C2CCCC1CC(NC(=S)Nc1ccc(OC)cc1)C2 (stereo not drawn)	-0.16	4	7	2.5	-12	-8	2	1529	-4	5	98
COC(=O)c1ccc(NC(=O)CNc2ccccc2)cc1	-0.63	-31	-2	0.8	-8	2	-4	1320	1	-1	105
N/C(=N\OC(=O)Cc1ccccc1)c1cccnc1	-0.12	-5	5	0.5	-10	.	3	1624	6	16	92
CS(=O)(=O)N1CCN(C(=S)NCc2ccc(Cl)cc2)CC1	0.2	-6	2	0.9	-3	-1	-1	1361	7	0	105
Cc1cccn2cc(-c3cccc(NC(=O)c4cccs4)c3)nc12	-1.5	-33	-7	1.6	5	-6	1	1475	-3	7	99
Cn1c(SCc2ccc(Br)cc2)nnc1-c1cccs1	.	-11	4	-0.3	5	7	9	1573	6	24	83
N#Cc1c(NC(=O)c2cc(-n3cnnc3)ccc2Cl)sc2c1CCCC2	.	7	2	4.7	3	-33	2	1536	5	13	91
CCC(=O)N(CC(=O)Nc1sc(C)c(C)c1C(N)=O)C1CCCC1	-0.58	-2	-2	-0.2	10	-1	-1	1619	1	9	97
Cc1ccc(NC(=O)COC(=O)CCNS(=O)(=O)c2ccc(C)c(C)c2)cc1	-0.7	11	-1	5.1	-13	-4	-5	1511	-4	7	98
Cc1cccc(OCCCC(=O)Nc2ccc(N3CCCCC3)cc2)c1	0.65	2	7	0.3	-8	.	3	1443	6	3	104
CCC(C)(C)NC(=O)C(c1ccc(F)cc1)N(Cc1ccccc1)C(=O)c1cnccn1 (stereo not drawn)	1	3	6	1.6	7	7	2	1505	2	-13	114
CCCN1CNc2c(c(=O)[nH]c(=S)n2-c2ccccc2Cl)C1	.	0	-4	0.5	20	-5	-2	1382	0	-2	105
N#CCSc1nnc(-c2ccccc2O)n1Cc1ccccc1	0.75	-6	10	1.9	-5	.	-6	1680	2	-18	114
COc1ccc(CC(=O)Nc2cc(NC(=O)Cc3ccc(OC)c(OC)c3)cc(C(=O)O)c2)cc1OC	0.47	-4	-7	4.2	-18	6	-3	1725	0	0	104
O=C(NNC(=S)Nc1ccc(Cl)cc1Cl)c1ccc(N2CCOCC2)c([N+](=O)[O-])c1	1.7	-7	4	1.9	-14	4	3	1659	4	-9	105
Cc1c(Cl)cccc1NC(=O)c1cccc(NC(=O)CCC(=O)O)c1	0.44	-1	10	-0.3	-4	.	-4	1555	9	5	102
Cc1ccc(-n2cccn2)cc1	-0.033	-3	4	-0.4	-3	8	1	1744	7	7	98

Quoted from the entries so far for reference:
SMILES	ROMK primary	STAT1 inh	PPARg SRC-2 ag	RAM network inh	TLR4-MyD88 BLA	S1P3 antagonist	PPARg SRC3 recr	SRC2 TRFRET art	PPARg SRC1 recr	STAT3 inh	STAT3 act
Cn1c(SCc2ccc(Br)cc2)nnc1-c1cccs1	.	-11	4	-0.3	5	7	9	1573	6	24	83
N#Cc1c(NC(=O)c2cc(-n3cnnc3)ccc2Cl)sc2c1CCCC2	.	7	2	4.7	3	-33	2	1536	5	13	91
CCC(=O)N(CC(=O)Nc1sc(C)c(C)c1C(N)=O)C1CCCC1	-0.58	-2	-2	-0.2	10	-1	-1	1619	1	9	97
Cc1ccc(NC(=O)COC(=O)CCNS(=O)(=O)c2ccc(C)c(C)c2)cc1	-0.7	11	-1	5.1	-13	-4	-5	1511	-4	7	98
Cc1cccc(OCCCC(=O)Nc2ccc(N3CCCCC3)cc2)c1	0.65	2	7	0.3	-8	.	3	1443	6	3	104
CCC(C)(C)NC(=O)C(c1ccc(F)cc1)N(Cc1ccccc1)C(=O)c1cnccn1 (stereo not drawn)	1	3	6	1.6	7	7	2	1505	2	-13	114
CCCN1CNc2c(c(=O)[nH]c(=S)n2-c2ccccc2Cl)C1	.	0	-4	0.5	20	-5	-2	1382	0	-2	105
N#CCSc1nnc(-c2ccccc2O)n1Cc1ccccc1	0.75	-6	10	1.9	-5	.	-6	1680	2	-18	114
COc1ccc(CC(=O)Nc2cc(NC(=O)Cc3ccc(OC)c(OC)c3)cc(C(=O)O)c2)cc1OC	0.47	-4	-7	4.2	-18	6	-3	1725	0	0	104
O=C(NNC(=S)Nc1ccc(Cl)cc1Cl)c1ccc(N2CCOCC2)c([N+](=O)[O-])c1	1.7	-7	4	1.9	-14	4	3	1659	4	-9	105
Cc1c(Cl)cccc1NC(=O)c1cccc(NC(=O)CCC(=O)O)c1	0.44	-1	10	-0.3	-4	.	-4	1555	9	5	102
Cc1ccc(-n2cccn2)cc1	-0.033	-3	4	-0.4	-3	8	1	1744	7	7	98
